High-throughput results: PubChem, National Center for Advancing Translational Sciences (NCATS)
FEN1 inhibitor: human FEN1 inhibition | P39748 | Recombinant FEN1 flap cleavage, fluorescence, 15 min | Potency, µM (titrated, usually from 114 µM), for inactives: top-dose activity change, negative = inhibition, usual class: inhibitors | AID 588795 | hit rate 0.35% among 390,000; note: nearly all actives have a fitted effect of over 65% in size
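Quantitative HTS format: each compound was titrated, incubated with 10 nM nuclease for 15 min at room temperature, then challenged with flap substrate at 50 nM final. Signal change over 15 min gave concentration–effect curves.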
TDP1 cell CPT: DT40-hTDP1 cell growth loss with CPT | chicken DT40 Tdp1-/-;hTDP1 cells + 20 nM CPT, ATP luminescence, 48 h | AID 686979 | Potency, µM (doses to about 46.2 µM), for the others: at the highest dose activity change, negative = growth inhibition, usual class: inhibitors | hit rate 12% among 420,000; note: nearly all actives have a fitted effect of over 55% in size
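Chicken DT40 Tdp1-/- cells stably complemented with human TDP1 were seeded at 400 cells/well in medium containing 20 nM camptothecin, exposed to pin-transferred compounds, and grown at 37 °C for at least 48 hr. Viability was read as ATP luminescence.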
KAT2A inh: inhibitors of human GCN5L2 histone acetyltransferase | Potency, µM (titrated, usually from 58.9 µM), without a hit: top-dose activity change, negative = inhibition, actives largely listed as inhibitors | hit rate 0.21% among 390,000 | GCN5L2 HAT assay, ThioGlo1 CoA-SH fluorescence
Target sequence (Q92830 whole entry, looked up): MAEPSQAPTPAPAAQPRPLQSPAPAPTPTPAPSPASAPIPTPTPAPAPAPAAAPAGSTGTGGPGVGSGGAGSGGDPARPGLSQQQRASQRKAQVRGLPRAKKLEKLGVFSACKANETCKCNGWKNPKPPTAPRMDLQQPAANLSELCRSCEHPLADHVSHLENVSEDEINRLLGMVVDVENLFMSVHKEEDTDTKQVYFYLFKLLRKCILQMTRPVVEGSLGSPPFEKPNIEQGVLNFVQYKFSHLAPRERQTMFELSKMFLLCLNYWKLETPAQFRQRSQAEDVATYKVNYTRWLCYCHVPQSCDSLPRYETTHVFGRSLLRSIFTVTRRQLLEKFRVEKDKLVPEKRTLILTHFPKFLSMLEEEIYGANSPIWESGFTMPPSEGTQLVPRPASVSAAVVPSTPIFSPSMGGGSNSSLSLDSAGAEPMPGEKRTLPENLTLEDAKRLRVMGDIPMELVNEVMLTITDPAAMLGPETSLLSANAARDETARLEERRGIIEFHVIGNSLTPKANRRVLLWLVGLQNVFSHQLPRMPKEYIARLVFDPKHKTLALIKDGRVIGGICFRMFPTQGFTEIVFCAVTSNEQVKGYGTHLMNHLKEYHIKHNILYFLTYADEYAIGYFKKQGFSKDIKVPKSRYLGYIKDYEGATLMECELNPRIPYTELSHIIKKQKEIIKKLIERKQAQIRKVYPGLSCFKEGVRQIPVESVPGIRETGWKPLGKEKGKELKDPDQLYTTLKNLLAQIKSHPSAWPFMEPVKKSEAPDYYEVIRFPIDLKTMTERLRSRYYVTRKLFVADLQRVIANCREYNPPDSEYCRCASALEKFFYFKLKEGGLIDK
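Compounds, pin-transferred from DMSO stocks, meet 20nM GCN5L2 for 15 min before the reaction begins with H3(1-25) peptide (75uM) and acetyl-CoA (70uM). Thiol-reactive ThioGlo1 reports CoA release over 20 min at room temperature.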
The depositor's hits bear a star; ? = inconclusive; nt = not tested or not shown; & = joins results of further samples; [ ] = dose if it differs, or a comment. Calls come from the whole dose curve; as a rule, active = well fitted curve in the direction sought with a large enough effect; inconclusive = small, poorly fitted or top-dose-only effect, or another doubt; inactive = no such curve, though single readings can be large; an effect the other way counts as inactive or inconclusive. % is set by controls: 0 for no effect and ±100 for the full control effect; potency is the fitted concentration of half-maximal effect. An excerpt; count on the stated rates, not on these rows.

SMILES	FEN1 inhibitor	TDP1 cell CPT	KAT2A inh
CN1CCCC(OC(=O)c2ccc3c(c2)OCCO3)C1 (configuration not stated)	5%	-24%	-4%
CCOC(=O)Cc1ccc(NC(=O)c2cccc([N+](=O)[O-])c2)cc1	12%	-12%	-11%
O=C(OCC(=O)N1CCCC1)c1cnc(Cl)c(Cl)c1	-4%	-16%	-3%
O=C1NC(c2ccccc2)CCC1(Cl)Cl (configuration not stated)	-1%	4%	3%
COc1ccc(N2CCN(C(=O)Cn3c(=O)c4cccn4c4cccnc43)CC2)cc1	9%	?	?
Cc1nonc1N1CCN(Cc2cn[nH]c2-c2ccc(F)cc2F)CC1	-5%	-30%	?
CCCC(=O)n1nc(-c2ccccc2)nc1N	-19%	-7%	-2%
C[C@H](CO)N1C[C@H](C)[C@@H](CN(C)C(=O)Nc2ccc(C(F)(F)F)cc2)Oc2ccc(NS(=O)(=O)c3ccccc3)cc2C1=O	13%	3.7µM*	-6%
COc1ccc(-n2nnnc2S(=O)(=O)CC(=O)N2CCCCC2)cc1	?	2.6µM*	-5%
COCCNc1oc(/C=C/c2ccc(F)cc2)nc1S(=O)(=O)c1ccccc1	7%	-29%	-10%
CSS(=O)(=O)c1cccc2cccnc12	?	5.8µM*	8.9µM*
Cc1ccccc1CN1CCN(Cc2cc3ccccc3o2)CC1CCO (configuration not stated)	-9%	-13%	-5%
COc1ccccc1NC(=O)c1c(NC(=O)c2ccco2)sc2c1CCC(C(C)(C)C)C2 (configuration not stated)	6%	-10%	-4%
Cc1cccn2cc(-c3ccc(F)cc3)nc12	-12%	-16%	-11%
CC(C)CNS(=O)(=O)c1ccc(CCC(=O)Nc2ccc3c(c2)OCCO3)cc1	-15%	-17%	-10%
Cc1ccc(NC2=NCC(=O)N2c2ccc3c(c2)OCCO3)c(C)c1	-1%	-5%	0%
CCc1ccc(OCCCC(=O)Nc2ccc(S(=O)(=O)Nc3cc(C)nc(C)n3)cc2)cc1	4%	-1%	0%
COC(=O)CCCC(=O)Nc1ccc(Cl)c(Cl)c1	2%	-4%	-3%
CCOC(=O)c1nnn(-c2nonc2N)c1CN(CC)CC	-1%	35%[activator]	-3%
CNC(=O)c1ccc(Nc2nnc(-c3ccc(O)cc3)c3ccccc23)cc1	10%	-22%	-3%
COc1ccccc1NS(=O)(=O)c1cc([N+](=O)[O-])ccc1N/N=C/c1c(C)[nH]c2ccccc12	-6%	?	-5%
CC(C)CNC(=O)C(=O)NCc1ccccn1	1%	3%	-3%
Cc1cc(-c2nc(C)c(-c3nnc(SCC(=O)Nc4ccccc4)n3C)s2)no1	-4%	5%	-9%
Nc1cccc(S(=O)(=O)N2CCOCC2)c1	16%	1%	nt
CC(=O)Nc1ccc(NC(=O)C(C)OC(=O)CCc2c[nH]c3ccccc23)cc1 (configuration not stated)	8%	?	-2%
CN1CCN(c2nc3cc(C(F)(F)F)ccc3n3cccc23)CC1	-3%	?	-19%
COc1ccc(CC(=O)NNC(=O)COc2ccc(C)cc2)cc1S(=O)(=O)N1CCOCC1	-1%	-7%	-3%
Cc1ccc(Nc2nc(NCCCN3CCOCC3)nc(N)c2[N+](=O)[O-])cc1C	2%	?	36%[activator]
CN(C)S(=O)(=O)c1ccc(-c2csc(N/N=C/c3ccc(O)cc3)n2)cc1	3%	0.92µM*	-6%
Cc1cc(C)cc(OCC(=O)N/N=C/c2ccncc2)c1	10%	-13%	24%
CCN(C(=O)CSc1nnc(-c2ccncc2)o1)c1ccccc1	22%	-9%	-1%
COC(=O)c1ccccc1NC(=O)CNCCc1ccc(OC)c(OC)c1	-1%	-21%	-1%
COc1ccccc1CNc1nc(-c2ccco2)nn1S(C)(=O)=O	-13%	?	-22%
CCN(CC)CCCNC(=O)CNC(=O)c1nn(-c2ccc(OC)c(OC)c2)c(=O)c2ccccc12	0%	27%	-17%
COc1ccccc1CN1C2CCCC1CC(NC(=O)/C=C/c1ccccc1)C2 (configuration not stated)	-11%	?	-3%
O=C(NNC(=O)c1ccccc1F)c1cccc(Cl)c1	-7%	-6%	-5%
COc1ccc(-c2cc3c(=O)n(CC(=O)Nc4ccc(C(C)=O)cc4)ncn3n2)cc1	-5%	7%	-21%
Cc1nnc(NC(=O)c2ccc(Br)o2)s1	-13%	27%	2%
O=C(c1ccccc1)N1CCC(c2nc3ccccc3o2)CC1	3%	?	-2%
COCCNC(=O)C(C#N)c1nc2ccccc2nc1N1CCCCCC1 (configuration not stated)	-12%	-14%	-20%
COc1cccc(C(=O)c2cn(CC(=O)Nc3cccc(Cl)c3C)c3nc(C)ccc3c2=O)c1	-1%	4%	22%
CCCCn1c(N)c(N(CCC(C)C)C(=O)c2ccc(N3CCCC3=O)cc2)c(=O)[nH]c1=O	13%	-5%	-2%
Cn1c(=O)c2c(nc(N/N=C/c3ccc(OC(=O)c4ccco4)cc3)n2Cc2ccccc2)n(C)c1=O	5%	12µM*	-13%
COc1ccccc1NC(=O)c1cc2c(cc1Cl)N1CCCCCC1=NS2(=O)=O	1%	1%	-3%
COC(=O)c1ccc(CN2CCCC(C(=O)c3ccccc3OC)C2)cc1 (configuration not stated)	-18%	-10%	-22%
COC(=O)C1NC(=O)N2C(C(=O)OC)C(C)(C)S[C@H]12 (some centres not stated)	17%&4%	-4%&-6%	nt
Cc1cc(C)c(S(=O)(=O)Nc2ccc3oc4c(c3c2)CCCC4)cc1C	-29%	16µM*	-15%
Cc1ccc(C(=O)OCC(=O)NCCN2C(=O)CSC2=O)cc1[N+](=O)[O-]	16%	8%	-4%
CCOc1ccc(NC(=S)NCCCN2CCN(c3ccc(OC)cc3)CC2)cc1	11%	2%	1%
Cc1ccc(S(=O)(=O)CC(=O)N(CCCN(C)C)c2nc3ccc(C)cc3s2)cc1	0%	3%	-15%
O=C1CC(c2ccccc2)Cc2nc(NC3CC3)ncc21 (configuration not stated)	-10%	?	-2%
COC(=O)c1cc(NC2c3ncccc3C(=O)N2Cc2ccccc2)cc(C(=O)OC)c1 (configuration not stated)	-3%	4%	1%
O=C(CSc1c(Cl)cccc1Cl)N1CCC(c2nc3ccccc3s2)CC1	-9%	?	-6%
COc1ccc(NC(=O)C2CCCN2C(=O)OCc2ccccc2)cc1 (configuration not stated)	0%	-10%	-1%
Cc1ccc2oc(C(=O)Nc3ccc(S(=O)(=O)N4CCCCC4C)cc3)cc(=O)c2c1 (configuration not stated)	28%	?	-9%
CCOC(=O)C1CCN(Cc2ccc(F)cc2)CC1	4%	6%	1%
O=C(Cn1ccsc1=NC(=O)C(F)(F)F)c1ccccc1	-2%	-13%	-1%
Cc1cccc(NC(=O)NNC(=O)COc2ccc([N+](=O)[O-])cc2)c1C	0%	2%	-2%
CCC(=O)OCC(=O)Nc1cc(C)c(C)cc1[N+](=O)[O-]	-9%	-1%	19%
Cc1cc(SCC(=O)Nc2ccc(O)cc2)n2nc(C)c(-c3ccccc3)c2n1	0%	?	-1%

Seven entries from above, with two lines to a compound:
Values run as follows: FEN1 inhibitor, TDP1 cell CPT, KAT2A inh
Cc1cc(SCC(=O)Nc2ccc(O)cc2)n2nc(C)c(-c3ccccc3)c2n1
  0%, ?, -1%
COC(=O)c1cc(NC2c3ncccc3C(=O)N2Cc2ccccc2)cc(C(=O)OC)c1 (configuration not stated)
  -3%, 4%, 1%
O=C(Cn1ccsc1=NC(=O)C(F)(F)F)c1ccccc1
  -2%, -13%, -1%
CCOc1ccc(NC(=S)NCCCN2CCN(c3ccc(OC)cc3)CC2)cc1
  11%, 2%, 1%
CCOC(=O)C1CCN(Cc2ccc(F)cc2)CC1
  4%, 6%, 1%
CCC(=O)OCC(=O)Nc1cc(C)c(C)cc1[N+](=O)[O-]
  -9%, -1%, 19%
Cc1ccc(S(=O)(=O)CC(=O)N(CCCN(C)C)c2nc3ccc(C)cc3s2)cc1
  0%, 3%, -15%

As a working copy, part of the list above:
SMILES	FEN1 inhibitor	TDP1 cell CPT	KAT2A inh
CCOc1ccc(NC(=S)NCCCN2CCN(c3ccc(OC)cc3)CC2)cc1	11%	2%	1%
Cc1ccc(S(=O)(=O)CC(=O)N(CCCN(C)C)c2nc3ccc(C)cc3s2)cc1	0%	3%	-15%

The list continues.
SMILES	FEN1 inhibitor	TDP1 cell CPT	KAT2A inh
O=C(CCN=C1NS(=O)(=O)c2ccccc21)OCC(=O)c1ccccc1	-2%	-25%	-3%
S=c1[nH]nc(-c2ccccn2)n1/N=C/c1c(Cl)cccc1Cl	5%	15%	-17%
O=C(c1ccc(Cl)c(Cl)c1)N1CCC(=O)N(C(COCc2cccc(Cl)c2)Cc2ccccc2)CC1 (configuration not stated)	10%	?	-12%
Cc1ccccc1C(=O)NC1CCN(Cc2nnnn2Cc2ccc(F)cc2)CC1	5%	-10%	-2%
CSc1ccc(CCNC(=O)C2CCCN(S(=O)(=O)N3CCOCC3)C2)cc1 (configuration not stated)	6%	-1%	-3%
O=C(c1ccccc1)N(Cc1nc2ccccc2c(=O)[nH]1)C1CCCCC1	-16%	?	-8%
CCOC(=O)c1c(C)[nH]c(C(=O)OCc2ccccc2F)c1C	13%	-3%	-3%
CC(NC(=O)C(=O)NN=C1CCCCCCC1)c1ccccc1 (configuration not stated)	6%	7%	-7%
COc1ccc(-c2csc(-c3[nH]cnc3N)n2)cc1	2%	7%	-10%
Cc1nc(C(=O)O)cc2c1[nH]c1ccccc12	0%	-14%	-27%
CCN(CC(=O)Nc1ccc(OC)cc1)C(=O)c1ccc2c(c1)NC(=O)C(C)S2 (configuration not stated)	6%	0%	0%
Cn1c(SCC#N)nnc1-c1cccnc1	1%	3%	-8%
O=C(COC(=O)c1ccccc1NCc1ccco1)Nc1ccc2c(c1)OCO2	1%	-17%	2%
COCCn1c(SCC(=O)Nc2ccc3[nH]c(=O)[nH]c3c2)nc2ccccc2c1=O	-35%	-16%	-24%
CCc1cc(C(=O)N2CCN(C(=O)c3ccco3)CC2)sc1C	8%	-5%	-12%
O=C(c1cc(COc2c(F)cccc2F)on1)N1CCC(c2ccccc2Cl)C1 (configuration not stated)	-19%	-1%	-20%
COc1ccc(/C=C/C(=O)O)cc1S(=O)(=O)NCc1ccccc1	-4%	-10%	3%
Cc1cc(C)cc(-n2ccnc2SCC(=O)Nc2nnc(C)s2)c1	23%	4.1µM*	0%
C=CCn1c(NCc2ccccc2)nc2ccccc21	0%	-5%	-5%
Cc1ccc(C(=O)NNC(=O)c2n[nH]c(=O)c3ccccc23)cc1C	11%	-4%	2%

Single values from the entries so far.
COc1ccc(/C=C/C(=O)O)cc1S(=O)(=O)NCc1ccccc1 | FEN1 inhibitor: -4%
Cc1ccc(C(=O)NNC(=O)c2n[nH]c(=O)c3ccccc23)cc1C | FEN1 inhibitor: 11%
